Assay outcomes as filed in PubChem.
Mdm2 ligase inh = Mdm2 E3 ligase (human) inhibition | AID 1230 | cell-based MDM2 ubiquitination luciferase reporter, 2 h; 0 = plate control, 100 = twice control, blank-subtracted | Q00987 | 210,000 tested, 0.11% active | signal enhancement, % at 5 µM;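 active = signal enhancement of 30% or more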;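 also: luminescence tracks abundance of the self-degrading MDM2-luciferase fusion protein; higher signal means inhibition of MDM2 E3 ligase activity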
Target sequence (Q00987 whole entry, looked up, the tested form may be a part): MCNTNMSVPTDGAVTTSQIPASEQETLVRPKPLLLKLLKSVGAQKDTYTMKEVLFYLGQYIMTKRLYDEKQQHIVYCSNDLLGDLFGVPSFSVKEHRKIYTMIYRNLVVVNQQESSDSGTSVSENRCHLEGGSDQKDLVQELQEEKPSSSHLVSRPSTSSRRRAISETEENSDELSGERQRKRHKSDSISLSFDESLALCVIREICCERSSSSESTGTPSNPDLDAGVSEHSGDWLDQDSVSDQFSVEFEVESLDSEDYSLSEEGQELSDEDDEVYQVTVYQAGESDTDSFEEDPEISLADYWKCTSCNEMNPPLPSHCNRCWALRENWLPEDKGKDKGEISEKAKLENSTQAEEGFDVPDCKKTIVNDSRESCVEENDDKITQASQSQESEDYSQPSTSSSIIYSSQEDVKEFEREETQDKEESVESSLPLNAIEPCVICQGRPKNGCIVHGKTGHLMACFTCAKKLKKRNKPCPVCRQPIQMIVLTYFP
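Timing – 2 h compound exposure at 37 °C · Assay system – mammalian cells stably expressing self-ubiquitinating, self-degrading MDM2 E3–luciferase fusion · Amount – 2000 cells seeded into each well · Measure – % luminescence enhancement versus blank-corrected plate control mean · Measured by – SteadyLite luminescence, 15 min reagent step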
Cl transport mod = KCC2 (human) Cl- transport modulation | B-score of Tl+ flux slope (higher = more flux/activation; lower = inhibition) at 10 µM | Q9H2X9 | 190,000 tested, 2.2% active | KCC2 cells, thallium flux FluoZin-2 fluorescence;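 active = thallium flux slope and its plate-corrected score both differing from the plate sample mean at a set confidence after two filtering rounds, in either direction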;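 also: slope of fluorescence scaled to starting intensity during 10 to 20 s after thallium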
TNF necrop inh = TNF-alpha cell death inhibition in Jurkat FADD-/- cells | Jurkat FADD-/- TNF necroptosis rescue, ATP luminescence, 24 h; 0 = TNF only, 100 = no-TNF cells | activation (protection from cell death), % at 10 µM | 220,000 tested, 0.068% active;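 active = activation, meaning protection from cell death, of at least 50% relative to plate controls; inactive = activation below 50%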;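 also: necroptosis triggered by 40 ng/mL TNF-alpha added together with compound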
PERK inhibitor = inhibitors of human PERK kinase; Q9NZJ5; CHO PERK-DD fusion, SEAP luminescence translation reporter; inhibition, % at 5.6 µM; 220,000 tested, 0.17% active; AID 1416;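 active = inhibition above the mean inhibition of all tested compounds plus 3 SD, set separately per screening campaign, cut at about 2.9% in these data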;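 also: PERK kinase domain activated by AP20187 dimerizer at 100 nM; 0% = DMSO with dimerizer and 100% = rapamycin at 8.4 µM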
EBV gp42 block = EBV gp42 inhibition | inhibition, % (tested at 21.74 µM) | 220,000 tested, 0.42% active | Fluorescence polarization binding assay, mP read-out | Q1HVG2; in the data active = inhibition above about 50%
Target sequence (Q1HVG2 whole entry, looked up): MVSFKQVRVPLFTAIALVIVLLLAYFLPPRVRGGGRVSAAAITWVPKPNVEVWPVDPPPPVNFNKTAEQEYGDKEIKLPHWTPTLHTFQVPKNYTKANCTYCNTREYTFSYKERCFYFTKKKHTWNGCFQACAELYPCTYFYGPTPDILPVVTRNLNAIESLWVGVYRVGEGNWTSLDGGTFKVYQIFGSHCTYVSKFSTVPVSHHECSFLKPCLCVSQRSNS
L929 necroptosis = blocks zVAD induced death of L929 cells | AID 1377 | 220,000 tested, 0.38% active | viability rescue, % at 10 µM | L929 zVAD necroptosis rescue, ATP luminescence, 24 h; with zVAD 60 µM;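 active = activation, scaled between plate controls, above about 75%, limit read from the data; inactive = activation under that limit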;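 also: 0% = zVAD with DMSO and 100% = DMSO alone without zVAD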
Rad51 HR inh = blocks human Rad51 in homologous recombination; Q06609; hRad51 DNA strand exchange, fluorescence dequenching; inhibition, % at 10 µM; 200,000 tested, 0.085% active; AID 1385;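 active = inhibition above 40% at the single screening dose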;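 also: 0% = DMSO control wells and 100% = blanks with heterologous ssDNA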
Target sequence (Q06609 whole entry, looked up): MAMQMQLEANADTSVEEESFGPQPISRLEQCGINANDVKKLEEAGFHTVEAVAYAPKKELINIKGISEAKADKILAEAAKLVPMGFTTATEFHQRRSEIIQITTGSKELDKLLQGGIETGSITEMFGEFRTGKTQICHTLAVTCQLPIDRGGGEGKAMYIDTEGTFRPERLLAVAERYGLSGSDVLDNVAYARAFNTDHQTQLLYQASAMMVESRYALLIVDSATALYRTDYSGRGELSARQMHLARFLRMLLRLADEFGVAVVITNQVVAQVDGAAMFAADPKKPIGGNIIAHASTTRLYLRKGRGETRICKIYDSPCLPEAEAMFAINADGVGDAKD
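Material: Human Rad51 nucleoprotein filaments preassembled on unlabelled ssDNA | Also added: Labelled 47-mer dsDNA for strand exchange | Dosing: Single dose, 10 µM final compound | Schedule: 30-min compound preincubation and 15-min exchange, both room temperature | Technique: Fluorescence dequenching at 485/520 nm | Measure: Percent inhibition relative to plate controls and blanks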
Calpain2 inh = calpain II (pig) inhibition | 220,000 tested, 0.37% active | inhibition, % at 16 µM | purified calpain II, fluorogenic peptide substrate, 30 min;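 active = inhibition above about 50%, limit read from the data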
eIF4E-4G inh = eIF4E/eIF4G interaction inhibition in translation initiation; P63073+Q04637; TR-FRET eIF4E-eIF4GI(517-606) binding, 2 h; inhibition, % at 21.7 µM; 220,000 tested, 0.37% active; AID 782;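 active = inhibition above about 30%, limit read from the data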;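 also: 0% = full FRET control wells and 100% = background wells lacking eIF4GI fragment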
Starred values were filed as active, the others as inactive; i = inactive; nt = not tested or not shown; & = joins results of further samples; [ ] = dose if it differs, or a comment.

canonical_smiles	Mdm2 ligase inh	Cl transport mod	TNF necrop inh	PERK inhibitor	EBV gp42 block	L929 necroptosis	Rad51 HR inh	Calpain2 inh	eIF4E-4G inh
Cc1ccsc1-c1nc(C(N)=O)c2[nH]c(=O)n(-c3ccc(Cl)cc3)c2n1	nt	-0.041	-8.1	0.4	18	nt	nt	-37	7
O=C(CN1C(=O)NC(Cc2ccccc2)C1=O)NC(=O)NC1CCCCC1 (configuration not stated)	-8	-4.6*	-2.6	1.1	-21	0.1	-9	8	2
CC(C)n1nc(C(=O)OCC(=O)N(C)C2CCS(=O)(=O)C2)c2ccccc2c1=O (configuration not stated)	-6	-0.71	-2.0	0.8	-9	-0.1	-5	-13	1
CC(C)c1nc(N2CCN(C(=O)c3ccccc3)CC2)c(C#N)c2c1COC(C)(C)C2	0	0.14	-0.7	-0.3	1	-0.3	-3	-166	8
COC(=O)c1ccc(N=NNc2cccc(Br)c2)cc1	4	1.8	1.2	0.2	26	0.3	-5	-6	11[fluorescence artefact?]
Cc1nn(C)c(C)c1NS(=O)(=O)c1ccccc1	-13	-0.18	0.8	0.0	0	0.0	0	-2	6[fluorescence artefact?]
CCO[C@H]1OC(C(=O)N2CCN(Cc3ccc4c(c3)OCO4)CC2)=C[C@@H](c2ccc(Br)cc2)[C@@H]1CCCO	nt	-0.69	-1.4	1.0	1	0.2	4	-3	0
CCn1cc(S(=O)(=O)Nc2cc(F)ccc2C)cn1	-27	-0.1	2.4	-1.0	8	3.2	-10	-25	1
COc1ccc(CCN2C(=O)CC(Cc3ccc(C)cc3)C2=O)cc1OC (configuration not stated)	2	-0.66	0.1	-0.3	-11	8.3	1	-18	2
COc1cccc(-n2c(SCC(=O)OC(C)C)nnc2-c2cccnc2)c1	-3	-0.9	0.0	-0.5	-12	-0.5	-5	52*	-6
O=C(N/N=C/c1ccc(-c2ccc(Cl)c(C(=O)O)c2)o1)c1cc2c(ccc3ccccc32)o1	-6	-2	2.9	-0.6	3	1.1	11	-42	25
COc1ccccc1CNC(=O)c1ccc2c(=O)n(CCCN3CCCC3=O)c(=S)[nH]c2c1	0	-1.1	1.0	0.8	-2	17	24	-13	-5
CC(C)(C)OC(=O)NCCCC[C@H](NC(=O)c1[nH]cnc1C(=O)Nc1ccc(CNC(=O)OC(C)(C)C)cc1)C(=O)OC(C)(C)C	-11	0.48	-12	nt	-7	2.2	-8	-7	-8
CCOC(=O)CSCc1c(C#N)c2ccccc2n1C	8	nt	-1.3	-0.6	-18	1.3	0	0	1
O=C1CSC(c2ccccc2F)N1 (configuration not stated)	-8	-0.26	1.0	0.3	-23	0.2	9	10	0
CCOc1ncccc1C(=O)N(C)CC(=O)Nc1ccc(C)cc1	12	0.71	2.5	1.4	-22	0.3	4	-5	2
COc1cccc(CNc2nc3ccccc3n2CCN2CCCCC2)c1	-3	nt	2.7	0.0	-1	-0.2	-2	-12	-1
CCOC(=O)CCSc1n[nH]c(=S)s1	-3	-1.5	-0.7	-0.2	-16	0.0	-4	13	2
CS(=O)(=O)N1CCc2cc(S(=O)(=O)Nc3ccc4c(c3)OCCO4)ccc21	-18	0.31	-6.2	0.5	-1	-0.6	-1	1	-3
O=C(NC1CCCCC1)N1CCN(C2CCCCC2)CC1	18	0.89	-1.4	0.3	-22	-0.4	-1	13	-6[fluorescence artefact?]
CC1(C)CN=C(NC2CCCCC2)S1	-13	nt	0.9	-0.1	-16	4.3	3	-17	1[fluorescence artefact?]
CC(=O)c1cn(CCCCCCCn2cc(C(C)=O)c(=O)[nH]c2=O)c(=O)[nH]c1=O	24	-0.063	-0.3	1.8	-19	0.0	22	-13	3
O=C(COc1ccccc1Cl)Nc1cccnc1	-12	0.5	1.0	0.6	-8	1.2	nt	11	2
O=C(COC(=O)/C=C/c1ccc([N+](=O)[O-])cc1)NCc1ccco1	-13	1	1.8	0.1	-10	1.5	15	8	5
Cc1ccnc(NS(=O)(=O)c2ccc(NC(=O)COc3ccccc3)cc2)n1	-13	-0.0084	1.5	0.3	0	1.1	-4	-19	-2
CC1CCN(C(=O)c2ccc(S(=O)(=O)Cc3ccccc3F)c([N+](=O)[O-])c2)CC1	-11	-0.17	-7.5	1.0	-10	-1.7	4	2	1
O=C(NCC1CCCO1)C(c1ccc(F)cc1)N(Cc1ccc(F)cc1)C(=O)Cn1nnc(-c2cccs2)n1 (configuration not stated)	-3	1.1	-2.7	-0.6	-16	-0.1	10	-14	-8
O=C(O)CCC(=O)Nc1ccc(Br)cc1C(=O)c1ccccc1	2	-0.41	0.6	0.9	-2	0.4	21	-18	1
Cc1cccc(/C=C(\c2nc3ccccc3[nH]2)S(=O)(=O)c2ccccc2)c1	-12	0.039	-14	-0.7	0	4.1	15	2	-3
Cn1c(OCc2cccnc2)nc2c1c(=O)n(Cc1ccc(Cl)cc1)c(=O)n2C	nt	-1.2	-4.9	1.2	nt	0.0	5	nt	nt
COc1cccc(CN2CCNC(=O)C2CC(=O)NCCn2ccc3ccccc32)c1OC (configuration not stated)	1	0.48	0.0	-0.1	8	0.6	-1	-119	-1
C=CCOC(=O)Nc1c(C(=O)OC)[nH]c2ccc(Cl)cc12	1	nt	-2.3	-0.8	-19	0.0	-8	-31	-9
COc1ccc2oc(C(F)(F)C(F)F)cc(=O)c2c1	nt	1.1	-1.2	1.1	-14	0.7	-4	i	-14
Cc1ccccc1NC(=S)NCCO	-17	2	0.0	0.1	-21	-0.1	-5	14	1
COc1ccc(-c2cn(-c3ccccc3)c3[n+]2CCS3)cc1	-24&-25	-0.17&1.8	-3.2&-2.6	0.3&0.8	-29&0	0.0&-0.1	0&-2	11&9	-6&3
COc1cc(OC)cc(-n2nnnc2SCC(=O)NCc2ccc3c(c2)OCO3)c1	-14	-0.015	-3.3	-0.8	1	0.1	5	40	3
CCOC(=O)N1CCN(C(=S)NC(=O)c2ccc(F)c(F)c2)CC1	8	nt	0.2	1.5	-21	0.2	-5	-11	5
CC1CC(N(C(=O)C2CC2)c2ccccc2)c2ccccc2N1C(=O)C1CC1 (configuration not stated)	-13	-1.6	-6.2	-0.4	-23	-0.4	-2	11	-7
c1ccc(C2[C@H]3CN(Cc4cccnc4)[C@H](c4ccccc4)C34CC2(c2cccnc2)C4)cc1 (some centres not stated)	10	-1	-5.3	nt	-22	-0.3	0	21	2
CC(C)CNC(=O)CC(=O)N/N=C/c1ccc(Br)cc1	-1	-0.0069	-2.5	0.6	-11	0.1	5	10	-3

A second format for part of the listing above:
> COc1ccc2oc(C(F)(F)C(F)F)cc(=O)c2c1
  Mdm2 ligase inh = nt; Cl transport mod = 1.1; TNF necrop inh = -1.2; PERK inhibitor = 1.1; EBV gp42 block = -14; L929 necroptosis = 0.7; Rad51 HR inh = -4; Calpain2 inh = i; eIF4E-4G inh = -14

> Cc1ccccc1NC(=S)NCCO
  Mdm2 ligase inh = -17; Cl transport mod = 2; TNF necrop inh = 0.0; PERK inhibitor = 0.1; EBV gp42 block = -21; L929 necroptosis = -0.1; Rad51 HR inh = -5; Calpain2 inh = 14; eIF4E-4G inh = 1

> COc1ccc(-c2cn(-c3ccccc3)c3[n+]2CCS3)cc1
  Mdm2 ligase inh = -24&-25; Cl transport mod = -0.17&1.8; TNF necrop inh = -3.2&-2.6; PERK inhibitor = 0.3&0.8; EBV gp42 block = -29&0; L929 necroptosis = 0.0&-0.1; Rad51 HR inh = 0&-2; Calpain2 inh = 11&9; eIF4E-4G inh = -6&3

> COc1cc(OC)cc(-n2nnnc2SCC(=O)NCc2ccc3c(c2)OCO3)c1
  Mdm2 ligase inh = -14; Cl transport mod = -0.015; TNF necrop inh = -3.3; PERK inhibitor = -0.8; EBV gp42 block = 1; L929 necroptosis = 0.1; Rad51 HR inh = 5; Calpain2 inh = 40; eIF4E-4G inh = 3

(cont.)
canonical_smiles	Mdm2 ligase inh	Cl transport mod	TNF necrop inh	PERK inhibitor	EBV gp42 block	L929 necroptosis	Rad51 HR inh	Calpain2 inh	eIF4E-4G inh
Cc1nc(SCc2ccc(OCCC(C)C)cc2)n[nH]1	-2	0.015	1.4	-0.6	4	9.2	2	-18	-2
CCOc1cc2[nH]c(=S)n(Cc3ccc(C)o3)c(=O)c2cc1OCC	-8	1.2	3.0	0.1	-10	-0.6	0	-28	-41[fluorescence artefact?]
CCc1nnc(NC(=O)CCN2C(=O)CCC2=O)s1	-34	0.031	-4.0	0.1	-21	0.0	4	-20	0[fluorescence artefact?]
O=C(N/N=C/c1cn(-c2ccccc2)nc1-c1cccnc1)c1cccnc1	-21	-0.88	-2.2	-0.3	2	4.7	5	9	-2
CC(=O)c1cc(NC(=O)c2ccc(Cl)cc2)c(=O)oc1/C=C/N(C)C	-9	-3*	-3.8	0.1	-87	0.2	-97	-11	-14
CCn1c(SCC(=O)N2CCOCC2)nc2sc3c(c2c1=O)CCCC3	-10	-0.11	-1.0	-0.7	-12	-0.8	-12	28	-15
Cc1ccc(S(=O)(=O)Nc2ccc(NC(=O)CN3CCCCC3)c(Cl)c2)cc1	-13	-1.7	1.3	-0.5	29	0.1	0	-22	-6
CCOCC(=O)Nc1nc(-c2ccccc2)c(CC)s1	-21	0.7	0.2	-0.9	-13	0.2	-7	-7	1[fluorescence artefact?]
Cc1nc2ccc(NC(=O)c3ccc(Cl)nc3)cc2s1	nt	-0.22	1.2	0.6	-17	-0.4	-1	-17	-9
O=C(Oc1cccnc1)c1ccc(Cl)cc1	-13	0.062	-0.2	0.0	-7	0.4	-8	21	0
CC(C)Cc1nc2oc3c(N4CCN(C)CC4)ncnc3c2c2c1CCCC2	-12	nt	-1.3	-0.8	-22	0.0	6	-23	-11
C=CCNC(=O)C(C#N)c1nc2ccccc2nc1N1CCCCCC1 (configuration not stated)	-19	nt	1.0	-0.2	40	2.1	-7	-496	nt
COc1cc(/C=C2/SC(=S)N(CC3CCCO3)C2=O)ccc1O (configuration not stated)	-6	-1	-1.6	0.5	-69	-1.4	-87	29	0
Cc1ccc(S(=O)(=O)N2CCOCC2)cc1NC(=O)CSc1nc(N)cc(=O)[nH]1	-1	-0.21	1.1	1.5	-12	0.4	10	20	3
CC(=O)c1c(C)[nH]c(C(=O)NCc2ccccc2)c1C	-9	0.033	0.2	0.4	-2	0.3	-4	-12	-1
CCn1c(=O)c2cc(C(=O)N3CCN(C)CC3)sc2c2ccccc21	18	-0.44	-2.2	-0.6	2	0.8	7	-227	-2
Cc1ccc(S(=O)(=O)NCC(=O)OCc2ccccc2)cc1	-13	-1.2	2.4	0.8	-2	1.4	0	18	-1
CCN(CC)CCNC(=O)Cc1c(C(=O)O)n(CC)c2ccccc12	-10	-0.03	1.3	1.3	0	1.3	-1	-4	4[fluorescence artefact?]

Compounds were not picked by outcome. About 3.6% of those tested had a hit in this group.
